Screening results as filed in PubChem.
Vif inh – blocks HIV Vif function | 340,000 tested, 0.35% active | HEK293T cells, Vif self-association by quenched fluorescence, imaging, 24 h | inhibition, % at 7.49 µM | AID 602346; in the data active means inhibition above about 50%, passing the limit was not always enough; inconclusive means no clear call, values can overlap the other calls; inactive means below about 31%; further: some results filed as inactive read as strong as hits
hiPSC survival – enhancers of human iPSC single-cell survival | hiPSC single-cell survival, ATPlite luminescence; 100% = ROCK inhibitor wells, 0% = DMSO | survival enhancement, % at 20 µM | 360,000 tested, 0.044% active; in the data active means survival enhancement above about 18%;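 further: cells exposed to compounds for 16 hours before the ATP read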
m5-HT2A agonist – agonists of mouse serotonin 5-HT2A receptor (HTR2A) | CHO-K1 mHTR2A beta-arrestin complementation, luminescence; percent of 30 µM serotonin response | activation, % at 7.6 µM | 360,000 tested, 0.66% active | AID 624169;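 active means activation above a run cutoff, the mean activation of all tested compounds plus 3 SD, cut at about 14% in these data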;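 further: 0% = plate median of compound wells and 100% = 30 µM serotonin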
N-glyco inh – N-linked glycosylation inhibition; D54 ERlucT glycosylation luciferase reporter, 24 h; percent of 100 nM tunicamycin response; reporter increase, % at 12.5 µM; 360,000 tested, 0.23% active;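 active means mean luciferase reporter signal, scaled so untreated is 0 and the glycosylation-blocking control 100, at or above a set limit in every replicate; inconclusive means mean reaches the limit but not every replicate does; inactive means mean below the limit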;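 further: luciferase carries N-glycosylation sites so blocking glycosylation raises the light; 0% = median of neutral control wells and 100% = median of 100 nM tunicamycin wells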
PDI inh – blocks human protein disulfide isomerase activity | inhibition, % at 10 µM | PDI insulin aggregation turbidity, A650, 90 min | P07237 | 350,000 tested, 0.052% active;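 active means mean inhibition across replicates of 30% or more, whatever share of single replicates reach that level; inconclusive means mean inhibition below 30% while every single replicate reaches 30%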;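 further: absorbance from insulin aggregation driven by PDI reduction with DTT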
aDG glyco act – increases alpha dystroglycan glycosylation | 360,000 tested, 0.22% active | Pro5-aDG cells, alpha-DG glycosylation AlphaScreen (IIH6); 0% Pro5, 100% B10-LARGE cell signal | AID 624168 | activation, % at 10 µM;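 active means activation of at least 8% versus controls, or a plate z-score of at least 8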;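 further: Pro5 are CHO cells carrying HIG-tagged alpha-DG that lacks glycosylation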
Exocytosis inh – lytic granule exocytosis inhibition | inhibition, % at 10 µM | TALL-104 LAMP-1 surface exposure, flow cytometry; cells stimulated with thapsigargin and PMA | 360,000 tested, 0.66% active | AID 651702;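 active means inhibition above about 55%, limit read from the data; inconclusive means no clear call, values can overlap the other calls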
ABCB6 inh 2 – human ABCB6 transporter inhibition. Q9NP58. K562-ABCB6 porphyrin accumulation, flow cytometry, 1 h; stronger effect = lower value. fluorescence ratio to DMSO, % at 10 µM. 360,000 tested, 0.19% active. AID 602162;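 active means fluorescence ratio to DMSO below 75%, the collection mean minus 3 SD; inconclusive means too few cells collected in the well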;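 further: signal is porphyrin accumulated inside mitochondria; 100% equals median channel fluorescence of DMSO control wells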
Target sequence (Q9NP58 whole entry, looked up): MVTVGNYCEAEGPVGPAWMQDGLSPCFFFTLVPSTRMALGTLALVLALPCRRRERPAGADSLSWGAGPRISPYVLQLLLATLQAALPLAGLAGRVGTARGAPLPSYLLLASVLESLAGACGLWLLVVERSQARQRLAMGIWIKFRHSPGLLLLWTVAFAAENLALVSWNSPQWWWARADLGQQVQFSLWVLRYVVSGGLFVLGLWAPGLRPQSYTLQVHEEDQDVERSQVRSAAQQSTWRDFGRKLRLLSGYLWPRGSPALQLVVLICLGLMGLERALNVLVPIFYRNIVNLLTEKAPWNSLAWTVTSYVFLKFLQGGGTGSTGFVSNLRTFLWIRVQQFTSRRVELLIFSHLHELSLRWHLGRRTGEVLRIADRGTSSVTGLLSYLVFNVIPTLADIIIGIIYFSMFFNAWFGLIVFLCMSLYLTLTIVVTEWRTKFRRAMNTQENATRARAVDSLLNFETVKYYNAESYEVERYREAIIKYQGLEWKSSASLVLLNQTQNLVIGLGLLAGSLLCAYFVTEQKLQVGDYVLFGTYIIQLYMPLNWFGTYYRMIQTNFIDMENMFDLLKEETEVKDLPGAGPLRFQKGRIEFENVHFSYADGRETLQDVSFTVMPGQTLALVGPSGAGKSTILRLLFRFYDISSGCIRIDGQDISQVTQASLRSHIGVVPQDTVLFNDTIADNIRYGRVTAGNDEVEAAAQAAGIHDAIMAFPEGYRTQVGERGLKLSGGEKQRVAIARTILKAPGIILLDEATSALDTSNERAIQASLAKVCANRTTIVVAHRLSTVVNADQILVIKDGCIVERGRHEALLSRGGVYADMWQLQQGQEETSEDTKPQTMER
H9c2 protect – myocardial damage modulation in H9c2 cells; AID 588492; protection from H2O2 cell death, % at 20 µM; 360,000 tested, 0.63% active; H9c2 cardiomyocytes, H2O2 injury protection, ATPLite, 2 h;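 active means compounds giving at least 50% protection of heart cells from peroxide-induced death in the single-dose screen, raw or plate-pattern-corrected value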;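 further: 0% = DMSO wells with peroxide and 100% = DMSO wells without peroxide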
CaV13 ICDI inh – Primary screen for inhibitors of IQ motif and Ca2+-dependent inactivation inhibitor domain binding in CACNA1D, Förster resonance energy transfer in living cells, …; AID 743397; 340,000 tested, 0.098% active; inhibition, % at 12.3 µM; HEK cells, CFP/YFP FRET ICDI-IQ, plate reader, 10 min; percent FRET-ratio fall versus neutral wells;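 active means mean replicate inhibition of at least 30% and at least 1% of replicates passing that level; inconclusive means only one of the two criteria is met; inactive means neither criterion is met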;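 further: 0% = median of the neutral control wells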
An asterisk follows results filed as active; ? = inconclusive; . = not tested or not shown.

Every second line gives: Vif inh	hiPSC survival	m5-HT2A agonist	N-glyco inh	PDI inh	aDG glyco act	Exocytosis inh	ABCB6 inh 2	H9c2 protect	CaV13 ICDI inh
- CCCc1c(C)nc(N2CCN(c3cccc(OC)c3)CC2)[nH]c1=O
→ -1	0.6	4	-1	0	0.4	-3	94	-3	-5
- COc1ccc(CCNC(=O)CN(c2ccccc2OC)S(C)(=O)=O)cc1
→ 7	2.4	0	3	13	-0.1	3	97	0	-4
- CCOC(=O)C1CCN(C(c2cccc(F)c2)c2sc3nc(C)nn3c2O)CC1 (stereo not given)
→ -4	-1.8	2	1	.	0.2	2	98	3	-6
- CC(C)OCC(O)CN1CCN(CC(O)COc2ccc3c(c2)OCO3)CC1 (stereo not given)
→ -13	-2.3	0	0	-4	0.2	-1	86	0	-5
- Cc1ccc(NC(=O)COC(=O)CN2CSCC2=O)cc1C
→ 7	-0.3	0	2	-7	-0.3	-1	102	18	-1
- COc1ccc(Cl)cc1NC(=S)N1CCN(c2ncccn2)CC1
→ 0	0.6	0	-1	-2	0.3	-2	102	2	-11
- Cc1ccc(CCN2CC(C(=O)NCCN3CCCCCC3)CC2=O)cc1 (stereo not given)
→ -7	2.1	6	0	0	0.0	-2	107	-7	-6
- O=C(c1ccco1)N1CCN(c2nc(-c3ccc(F)cc3)cs2)CC1
→ -1	4.6	1	-2	0	0.2	-2	98	-7	.
- CC(C)c1csc(CN2CCC(CO)(Cc3cccc(F)c3)CC2)n1
→ 8	0.4	0	-2	2	0.5	-4	88	-2	-3
- COc1ccc(NC(=O)C(C)N2CCN(C)CC2)cc1 (stereo not given)
→ 1	-0.5	-2	2	7	0.3	-4	94	-4	-4
- C[C@@H]1CN([C@H](C)CO)C(=O)CCCn2nncc2CO[C@H]1CN(C)Cc1ccc2c(c1)OCO2
→ -7	-0.9	3	2	-1	0.1	0	104	4	-3
- CCN1CCN(c2nc3c(C)cccn3c(=O)c2/C=C(\C#N)C(=O)NCCCOC)CC1
→ -3	-0.2	0	-2	-1	0.3	-15	98	0	-15
- C=CCOn1c(=O)c(C)[n+]([O-])c2ccccc21
→ -5	0.9	-2	1	5	-0.1	7	99	-3	-5
- Cc1nc2c3cnn(-c4ccc(C)c(C)c4)c3ncn2n1
→ 6	0.3	6	-2	1	0.1	-1	93	-8	.
- Cc1ccc(CN2CCSc3ccc(C(=O)NCC4CCCO4)cc32)cc1 (stereo not given)
→ -8	-0.3	7	1	0	-0.6	-1	96	5	.
- O=[N+]([O-])c1ccc2oc(-c3cccc(O)c3)nc2c1
→ -10	1.4	-3	-11	-4	0.0	0	93	-21	-4
- Cc1cc(C)c2sc(N(CCCN(C)C)C(=O)c3ccc(S(=O)(=O)N(C)Cc4ccccc4)cc3)nc2c1
→ -3	-0.4	-14	-6	15	2.3	38	97	-22	-7
- CCOC(=O)c1cnn(-c2ccccc2)c1N
→ 1	0.0	4	1	2	0.0	-4	101	-1	.
- CCN(CC)C(=O)CSc1nnc(-c2ccc(F)cc2)n1N
→ 4	-1.5	-1	-2	-7	0.0	2	95	4	-7
- CC(C)CC(=O)Nc1ccc2ccccc2c1
→ -23	0.9	-6	-1	-2	-0.2	0	100	4	5
- COc1cc(/C=N/Nc2ccc(C(=O)O)cc2)cc(OC)c1OC
→ -3	1.5	-2	3	-1	-0.1	-4	99	17	-4
- COc1ccc(NC(=O)c2ncn[nH]2)cc1
→ 15	1.4	1	-1	3	0.0	2	95	-10	-5
- CN(C)c1ccc(NC(=O)CN2CCC(C(=O)c3ccc(F)cc3)CC2)cc1
→ -7	-0.7	-5	-3	2	-0.1	-2	97	-6	-7
- CC(=O)N/C(=C\c1ccccc1)C(=O)OCC(=O)Nc1cc(S(=O)(=O)N(C)C)ccc1Cl
→ 0	-0.4	6	0	6	-0.2	1	98	1	-6
- COCCCN1C(=O)C(CC(=O)NCCN2CCOCC2)CC(C(=O)N2CCCCCC2)=C1C (stereo not given)
→ .	-1.2	4	.	.	0.0	-5	99	.	-11
- COc1cccc(C(=O)NCCCn2ccnc2)c1
→ 1	2.6	3	-1	0	-0.2	-2	101	-11	-1
- CN(C)c1ccc(/C=C/c2nc3ccccc3c(=O)n2CCO)cc1
→ -4	-0.7	4	-2	-5	-0.1	-8	105	3	-18
- COc1cccc(NC(=S)N(CCN(C)C)C(C)c2cccnc2)c1 (stereo not given)
→ -1	0.1	-2	-2	-5	-0.1	4	90	7	-19
- COc1cccc2sc3ccc(NCc4ccc5c(c4)OCO5)cc3c(=O)c12
→ -10	7.8	3	0	16	-0.2	-8	101	46	-15
- Cn1cc(CN2CCCCC2CO)c(-c2ccc(Oc3ccccc3)cc2)n1 (stereo not given)
→ -2	-2.5	-5	-5	-1	0.1	-1	100	-8	-1

Continued.
Every second line gives: Vif inh	hiPSC survival	m5-HT2A agonist	N-glyco inh	PDI inh	aDG glyco act	Exocytosis inh	ABCB6 inh 2	H9c2 protect	CaV13 ICDI inh
- CCNC(=O)N1CCN(CCCC(c2ccc(F)cc2)c2ccc(F)cc2)CC1
→ 1	1.6	-4	-2	-2	0.6	5	101	-18	-5
- Cc1cccc(-n2ccnc2SCC(=O)Nc2ccc3c(c2)OCCO3)c1
→ -2	-2.4	-2	-2	7	0.3	-2	92	-3	.
- COc1cccc(N2CC(NS(=O)(=O)c3cccnc3)CC2=O)c1 (stereo not given)
→ 7	-0.4	1	-1	-1	0.3	20	98	-2	-6
- COC(=O)[C@@]1(Cc2ccc(OC)cc2)[C@@H]2[C@@H](CC(=O)[C@H]2CC(=O)C(=O)N(C)C)CN1C(=O)c1ccccc1
→ -1	-0.7	18*	0	-3	0.0	-1	100	11	-10
- CCNC(=O)Oc1ccc(-c2csnn2)cc1
→ 5	-2.6	2	4	-3	-0.5	0	98	1	4
- CCCSc1nc2c([nH]1)c(=O)n(C)c(=S)n2C
→ -9	1.5	0	2	3	0.0	-1	93	3	-5
- CCOC(=O)C1=C(C)NC(SC(C)=O)=NC1c1ccc(OC(C)=O)c(OC)c1 (stereo not given)
→ -7	-1.1	4	6	12	-0.3	?	100	16	-1
- COc1ccc(-c2ccc(SCC(=O)N3CCOCC3)nn2)cc1OC
→ 5	-1.9	0	2	15	-0.2	2	100	3	-1
- Cc1cc(C)nc(N2CCCC(C(=O)Nc3cccc(Cl)c3)C2)n1 (stereo not given)
→ 1	-0.5	0	1	-6	0.0	6	102	2	-3
- CSc1ccc(CNC2CC2)cc1
→ 1	-0.6	1	0	5	0.0	2	96	5	.
- O=C(O)c1ccc(N2CCN(C(c3ccccc3)c3ccccc3)CC2)c([N+](=O)[O-])c1
→ -8	0.3	4	1	2	-0.2	-6	103	4	-18
- Cc1ccc(C)c(S(=O)(=O)Nc2ccc(C(=O)NCCc3ccccn3)cc2)c1
→ 7	-0.3	1	-1	-2	0.1	4	101	4	.
- O=C(COC(=O)CNC(=O)c1ccccc1F)Nc1cccnc1Cl
→ 5	0.1	3	3	-4	2.5	-1	92	7	-2
- O=C(CN1CCN(S(=O)(=O)c2ccccc2F)CC1)Nc1ccccc1C(=O)c1ccccc1
→ -10	-0.7	-5	-7	-2	-0.1	0	92	2	-20
- O=[N+]([O-])/C(N=Nc1ccccc1)=N\Nc1ccccc1
→ -4	-0.8	2	-1	-3	0.2	8	94	2	-2
- COc1ccc(CC(=O)OCc2nnc(C3COc4ccccc4O3)o2)cc1OC (stereo not given)
→ 3	-2.4	-3	0	-3	-0.3	0	97	7	-7
- CSc1ccccc1NC(=O)Cc1ccc(Br)cc1
→ 1	-0.6	3	-2	8	-0.1	-15	93	-5	-4
- CCCOC(=O)C1=C(C)NC(=O)NC1c1ccc(Br)s1 (stereo not given)
→ -3	1.2	4	-4	0	0.4	2	94	-5	-5
- Cc1ccc(SCC(=O)OCC(=O)NCc2cccs2)cc1
→ 0	-0.3	-2	-2	-4	0.0	2	91	-3	-5
- COc1cc(N)c2ncsc2c1
→ 38	-3.1	1	2	-61	9.7*	-2	100	-6	-9
- O=C(Nc1ccc(Cl)cc1)Nc1ccc2c(c1)N1CCN=C1S2
→ 1	-1.6	-6	-7	-4	0.6	15	90	-7	-8
- O=C(NCc1ccc(F)cc1Cl)C1CCN(S(=O)(=O)N2CCCCC2)CC1
→ 9	0.3	1	-1	10	0.0	-2	96	-2	-2
- Cc1ccc(-c2csc(NC(=O)CSc3nnc4c(n3)[nH]c3ccccc34)n2)cc1
→ -28	-0.8	2	0	-6	-0.1	3	89	-7	-16
- COc1ccc(NC(=O)CSc2nc3ccsc3c(=O)n2CCC(=O)O)cc1
→ .	1.8	2	3	-3	0.0	-3	103	-2	-5
- Cc1ccc(C(=O)NN2C(=O)/C(=C/c3cn(C)c4ccccc34)SC2=S)cc1
→ 2	2.1	-4	1	-5	0.1	-2	123	6	-6
- CC(=O)c1cc(-c2ccccc2)n(CC(=O)N2CCC(N3CCCCC3)CC2)c1C
→ -3	-1.8	-4	0	2	0.5	0	91	8	.
- Nc1ccc(O)c([N+](=O)[O-])c1
→ -9	0.3	0	2	.	-0.2	6	102	-1	.
- Cn1c(CN2CCOCC2)nc2cc(NC(=O)c3ccc(F)cc3)ccc21
→ -2	-1.0	4	1	7	0.2	-1	104	-9	-8
- Cc1nn(-c2ccccc2)c2c1C(c1ccc(Br)s1)C(C#N)=C(N)O2 (stereo not given)
→ 5	-1.3	-2	0	-5	-0.2	0	91	3	.
